Source: PubChem (Southern Research Specialized Biocontainment Screening Center)
M. tuberculosis: growth inhibition of non-replicating M. tuberculosis (AID 488890); Mycobacterium tuberculosis non-replicating, growth inhibition; higher % means a stronger effect; inhibition, % at 25 µM; hits with a dose series show IC50 in µM; 320,000 compounds, 0.39% hits; in the data active = a potency from the dose series; inconclusive = inhibition mostly from about 82% at the one dose, without a potency; inactive = the rest, 99 in 100 with inhibition below about 76%;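 note: plate controls were DMSO cells for no effect and high antibiotic wells for full effect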
H1N1 NS1A inhibition: H1N1 influenza NS1A inhibitors, functional cell based assay (AID 504329); NS1A functional cell-based assay, percent inhibition; higher % means a stronger effect; inhibition, % at 12.5 µM; hits with a dose series show IC50 in µM; 340,000 compounds, 0.3% hits; in the data active = a potency from the dose series; inconclusive = inhibition above about 27% without an active follow-up result; note: strong numbers were not always called active
VEEV TC-83 Vero: inhibitors of VEEV TC-83 cytopathic effect, confirmation, Vero cells (AID 588727) | Vero cells, VEEV TC-83 cytopathic effect inhibition; higher % means a stronger effect | inhibition, % at 20 µM, or IC50 in µM where a hit was titrated | 350,000 compounds, 0.13% hits; in the data active = a potency from the dose series; inconclusive = inhibition mostly from about 14% at the one dose, without a potency; inactive = the rest, 99 in 100 with inhibition below about 12%; note: strong numbers were not always called active
M. tuberculosis HTS: M. tuberculosis growth inhibition, HTS (AID 449762) | M. tuberculosis H37Rv growth inhibition, 7H9 media; higher % means a stronger effect | inhibition, % at 25 µM, or IC50 in µM where a hit was titrated | 330,000 compounds, 0.59% hits; in the data active = a potency from the dose series; inconclusive = inhibition above about 70% without an active follow-up result;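 note: bacterial growth assessed after seven days of incubation; strong numbers were not always called active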
PhoP GFP inhibition: PhoP regulon inhibitors, Salmonella typhi PhoP promoter GFP reporter, confirmatory (AID 1850); Salmonella Typhi PhoP-promoter GFP reporter, fluorescence, 4 h; higher % means a stronger effect; one-dose inhibition, % at 50 µM; IC50 in µM for titrated hits; 310,000 compounds, 0.33% hits; in the data active = a potency from the dose series; inconclusive = inhibition mostly from about 25% at the one dose, without a potency; inactive = the rest, 99 in 100 with inhibition below about 19%;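 note: 0% = induced wells with vehicle and 100% = uninduced wells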
VEEV TC-83 Vero 10K pilot screen: second read-out of VEEV TC-83 Vero, no call of its own (marks repeat the call); inhibition, %; measured here: 10K pilot screen inhibition
* hit, by the source's call; i = inactive; ? = inconclusive; / = not tested or not shown; & = joins results of further samples.

SMILES | M. tuberculosis | H1N1 NS1A inhibition | VEEV TC-83 Vero | M. tuberculosis HTS | PhoP GFP inhibition | others
COc1ccc(/C=C/C(=O)Nc2ccc3c(c2)OCCO3)cc1OC | -5% | 0% | 2.0% | 2% | -27%
CCOC(=O)c1sc2nc(C)[nH]c(=O)c2c1C | -14% | -1% | 0.1% | 1% | 12%
O=C(NCc1ccc2[nH]c3c(c2c1)CCCC3)c1ccc(S(=O)(=O)N2CCCC2)cc1 | 22% | 5% | 5.2% | -10% | -8%
CC1CC(NC(=O)CC#N)CC(C)(C)C1 (stereo unspecified) | 7% | 1% | ? | -2% | 2%
O=C(Nc1c(C(=O)Nc2ccccc2)cnn1-c1ccccc1)c1ccco1 | 2% | -1% | 1.9% | 6% | -1%
O=C(c1ccc2c(c1)OCO2)C1CCCN(CC2CCCCC2)C1 (stereo unspecified) | 51% | -5% | 0.2% | -7% | 4%
Nc1ccccc1O | ? | 7% | i | ? | /
c1ccc(C2CC3CC(c4ccco4)N2O3)cc1 (stereo unspecified) | 24% | -3% | 1.3% | -8% | 8%
CC(C)(C)S(=O)(=O)N1C[C@H]2C(=CC[C@@H]3C(=O)N(c4ccccc4)C(=O)[C@@H]32)[C@H]1CCO | / | -14% | 0.1% | / | /
Cc1cc(C)n(CCN(C)Cc2nc(Cc3ccccc3F)no2)n1 | 2% | -3% | 0.3% | -4% | 14%
O=C(O)CCc1ccc(-c2ccccc2)n1CC(=O)O | -7% | -4% | 3.9% | 0% | -8% | VEEV TC-83 Vero 10K pilot screen=0.4
COc1cccc(C2OC(=O)c3ccccc3N2C(C)=O)c1OC(C)=O (stereo unspecified) | 0% | 3% | i | 2% | 12%
O=C(NCC1CCN(S(=O)(=O)c2ccccc2)CC1)Nc1ccc(F)cc1 | 17% | 0% | 0.1% | -12% | 0%
Cc1ccc(C(=O)Nc2ccc3c(c2)OCCO3)o1 | 9% | -9% | 0.9% | -5% | -9%
CCCCNc1cc(C)oc(=O)c1C(C)=O | -4% | -6% | 2.0% | 3% | 2%
C/C(=N\NC(=O)Cc1ccccc1Cl)c1cccnc1 | -8% | -4% | 2.1% | 0% | 0%
CN(Cc1nccn1C)C(=O)CCc1nnc(CCC2CCCCC2)o1 | 1% | -3% | i | 2% | -8%
NC(=O)CCCC1=NS(=O)(=O)c2ccccc2N1 | -5% | 7% | 1.7% | -6% | -6%
COc1ccc(-n2c(C)cc(/C=C3\C(=N)N4N=C(CC(=O)N5CCOCC5)SC4=NC3=O)c2C)cc1 | 18% | -1% | 1.4% | 12% | -19%
COc1ccc(N2CCN(C(CNC(=O)c3ccc4c(c3)OCO4)c3cccnc3)CC2)cc1 (stereo unspecified) | 13% | 4% | 2.1% | -6% | 4%
N/C(CS(=O)(=O)c1ccccn1)=N\OC(=O)c1ccc(Cl)cc1 | -12% | -18% | i | 11% | 3%
O=C(NCCCn1ccnc1)C(=O)NCC(c1cccnc1)N1CCN(c2ccc(F)cc2)CC1 (stereo unspecified) | 15% | >100µM* | 1.2% | -2% | 1%
CC(C)Oc1cc(S(=O)(=O)N2CCCCC2)ccc1N | -2% | -23% | 1.5% | -5% | -4%
CCOC(=O)CNC(=O)COc1ccc(Cl)cc1Br | 76% | -1% | 1.9% | -3% | 5% | VEEV TC-83 Vero 10K pilot screen=1.5
CC1CCCCN1S(=O)(=O)c1ccc(C(=O)N(CCCN(C)C)c2nc3cc4c(cc3s2)OCO4)cc1 (stereo unspecified) | 9% | 0% | 8.3% | -4% | -1%

Continuation:
SMILES | M. tuberculosis | H1N1 NS1A inhibition | VEEV TC-83 Vero | M. tuberculosis HTS | PhoP GFP inhibition | others
CC(C)(C)NC(=O)C[n+]1ccc(C(N)=O)cc1 | -40% | 11% | i | -11% | 0%
COc1ccc(/C=C/C(=O)Nc2ccc(C)c(S(=O)(=O)N3CCOCC3)c2)cc1 | 19% | 7% | 5.5% | 0% | /
Cc1cc2ccccn2c1C(=O)Nc1cccc(Cl)c1 | 15% | -9% | 0.4% | 2% | 4%
O=c1ccn(-c2ccccc2)[nH]1 | 7.5µM* | -3% | 0.7% | 96% | -1%
CCOC(=O)C(=NC1CCS(=O)(=O)C1)NNc1cc(Cl)ccc1Cl (stereo unspecified) | -6% | 17% | i | -10% | 4%
CCOc1ccc2oc(=O)cc(CN3CCN(C(=O)c4ccco4)CC3)c2c1 | 6% | 2% | 7.5% | 5% | 22%
Cc1ccc(S(=O)(=O)N2CN3CCN(C3)C2)cc1 | 12% | -7% | 6.9% | 0% | 14%
COc1ccc(C2=NOC(C(=O)O)C2)cc1 (stereo unspecified) | -6% | 2% | i | -8% | -4%
COc1ccc(N2CCN(S(=O)(=O)CCNC(=O)c3cc(=O)c4ccccc4o3)CC2)cc1 | -6% | 3% | i | 8% | 7%
COC(=O)C1=C(C)N=C2SC(C)C(=O)N2C1/C=C/c1ccccc1 (stereo unspecified) | 0% | -2% | 4.0% | -5% | 10%
CC(=O)Oc1ccc(/C=N/NC2=NS(=O)(=O)c3ccccc32)cc1 | 10% | -19% | 0.2% | 10% | 8%
CC1=CC(C)C(C(=O)O)C(C(=O)N2CCN(C)CC2)C1 (stereo unspecified) | -21% | -22% | 1.1% | -6% | 10%
Cc1ccc(N(C(=O)c2csnn2)C(C(=O)NC2CCCC2)c2ccccn2)c(C)c1 (stereo unspecified) | -3% | -5% | 0.7% | 2% | 3%
CSc1nsc(SCC(=O)NC2CCCCC2)n1 | ? | -9% | 1.1% | 66% | 7%
Cc1cc(C(=O)NCCN2C(=O)S/C(=C\c3cccs3)C2=O)ccc1[N+](=O)[O-] | 76% | -3% | 1.9% | 12% | -8%
O=C(Nc1cccc(O)c1)c1ccc(C(F)(F)F)cc1 | 36% | -3% | 1.6% | 2% | 6%
CCOC(=O)C1=CN(C)CCC1=O | / | -22% | 0.3% | / | /
Cc1cc(NC(=O)c2ccc(F)cc2)n(-c2ccccc2)n1 | -13% | -15% | i | -4% | -1%
COC(=O)[C@H](CC(C)C)NC(=O)Nc1ccc(S(N)(=O)=O)cc1 | 8% | 8% | 1.9% | 10% | -10%
Cc1nc2ccccc2cc1O | -12% | -5% | 0.8% | -3% | 4%
O=C1CCC(C(=O)Nc2ccc([N+](=O)[O-])cc2)N1 (stereo unspecified) | 1% | -15% | 2.8% | 4% | /
CC(=O)OCC(=O)[C@H]1CC[C@H]2[C@@H]3CC=C4C[C@@H](O)CC[C@]4(C)[C@H]3CC[C@]12C | 2% | -3% | i | 5% | 4%
CCOC(=O)c1ccc(NC(=O)CN2C(=O)CSC2=O)cc1 | 7% | -6% | 1.8% | -7% | 11%
CC1CCN(C(=O)c2ccc(S(=O)(=O)NCc3ccco3)cc2)CC1 | -20% | 8% | 0.2% | -1% | -16%
COc1cc(/C=C/C(=O)O)ccc1OCc1ccc([N+](=O)[O-])cc1 | -16% | -2% | 0.8% | 26% | 4%

More results
SMILES | M. tuberculosis | H1N1 NS1A inhibition | VEEV TC-83 Vero | M. tuberculosis HTS | PhoP GFP inhibition | others
COc1ccc(N2CCN(C(=O)COc3ccc4ccccc4c3)CC2)cc1 | 4% | 7% | 0.8% | 0% | -4%
COc1ccc(OC)c(-n2c(O)c(C=Nc3c(C)n(C)n(-c4ccccc4)c3=O)c(=O)[nH]c2=O)c1 | -20% | -3% | 1.0% | -4% | 2%
Cc1nn(CC(=O)Nc2cccnc2)c(C)c1[N+](=O)[O-] | -14% | 3% | 0.5% | -5% | 1%
Cc1cc(NC(=O)CSc2ncccn2)no1 | 18% | 7% | 0.1% | 10% | 7%
CCc1nnc2n1N=C(c1ccc(Cl)cc1)CS2 | -1% | -3% | i | -13% | 9%
CCn1c(=O)c(C(=O)NCCNCCO)c(O)c2ccccc21 | 18% | 10% | 5.5% | 1% | 6%
Cc1ccc(N2C(=O)CN=C2Nc2nc(C)cc(C)n2)cc1 | -3% | 7% | 2.6% | 0% | -1%
Cn1c(N2CCN(C(c3ccccc3)c3ccccc3)CC2)nc2c1c(=O)[nH]c(=O)n2C | / | -5% | ? | 22% | -6%
Cn1c(=O)oc2cc(S(=O)(=O)Nc3ccccc3O)ccc21 | -1% | -22% | i | -4% | -2%
O=C1SC(SC(=Nc2ccccc2)Nc2ccccc2)C(=O)N1c1ccccc1 (stereo unspecified) | 48% | 4%&-5% | 2.4%&2.6% | 9% | -4%
Cc1ccc(C(=O)/C=C/Nc2ccc3c(c2)OCO3)cc1 | 8% | -4% | i | 55% | -6%
CCCc1nnc(SCC(=O)Nc2nc(C)cs2)n1CCOC | -21% | 3% | 1.0% | 4% | 9%
O=C(CCl)NC(Cc1ccccc1)C(=O)OCC(=O)c1ccc(-c2ccccc2)cc1 (stereo unspecified) | / | 0% | i | / | /
Cc1c(C(=O)N(Cc2ccccc2)Cc2cccnc2)cnn1-c1ccc(F)cc1 | 6% | 3% | 1.3% | 0% | 5%
CCc1ccc(OCc2nnc(NC(=O)c3cccs3)s2)cc1 | -11% | -3% | 0.4% | 0% | -4%
O=C1/C(=C\c2ccc3c(c2)OCO3)N2CCC1CC2 | / | -12% | 0.9% | / | -2%
COc1ccc(C(=O)N(CC2CCCO2)C(C(=O)NC2CCCC2)c2ccc(Cl)cc2)cc1OC (stereo unspecified) | 24% | -4% | 1.9% | -8% | 3%
COc1cccc(-c2sc3ccc(OC)cc3c2-c2ccc(OCCN(C)C)cc2)c1 | ? | 17% | i | ? | / | VEEV TC-83 Vero 10K pilot screen=0.0
CCCCCC(=O)Nc1ccc2ccccc2c1 | / | 13% | 0.7% | ? | -5%
Cc1cc(OCC(=O)NCc2ccncc2)c2c(C)cc(=O)oc2c1 | 3% | 2% | i | -4% | -12%
Cc1ccc(S(=O)(=O)N2CC[C@@H]2C(=O)O)cc1 | -2% | / | 1.3% | 1% | 13%
COc1ccccc1N1C(=O)CSC1=NC(=O)c1ccccc1 | 4% | -14% | 4.8% | 4% | 6%
CC(=O)c1c(C)[nH]c(C(=O)N2CCCC(C)C2)c1C (stereo unspecified) | -17% | -8% | 0.9% | -4% | 0%
CC(=O)Nc1ccc(S(=O)(=O)c2cc(O)ccc2O)cc1 | 7% | 7% | i | -10% | -4%
COc1ccc2c(COC(=O)CCS(=O)(=O)c3ccccc3)cc(=O)oc2c1 | 54% | 2% | 0.7% | -18% | 10%
CCOc1ccccc1NC(=O)COC(=O)c1nc2nccc(C)n2n1 | -15% | -7% | 2.3% | -4% | /
COc1ccc(/C=C/C(=O)OCC(=O)c2ccc[nH]2)cc1 | 61% | -12% | i | -1% | /
COc1ccc(C(=O)OCCCN(C)C)cc1OC | -27% | -4% | 0.5% | 4% | -2%

Quoted from the listing for reference:
SMILES | M. tuberculosis | H1N1 NS1A inhibition | VEEV TC-83 Vero | M. tuberculosis HTS | PhoP GFP inhibition | others
COc1cccc(-c2sc3ccc(OC)cc3c2-c2ccc(OCCN(C)C)cc2)c1 | ? | 17% | i | ? | / | VEEV TC-83 Vero 10K pilot screen=0.0
CCCCCC(=O)Nc1ccc2ccccc2c1 | / | 13% | 0.7% | ? | -5%
Cc1cc(OCC(=O)NCc2ccncc2)c2c(C)cc(=O)oc2c1 | 3% | 2% | i | -4% | -12%
Cc1ccc(S(=O)(=O)N2CC[C@@H]2C(=O)O)cc1 | -2% | / | 1.3% | 1% | 13%
COc1ccccc1N1C(=O)CSC1=NC(=O)c1ccccc1 | 4% | -14% | 4.8% | 4% | 6%
CC(=O)c1c(C)[nH]c(C(=O)N2CCCC(C)C2)c1C (stereo unspecified) | -17% | -8% | 0.9% | -4% | 0%
CC(=O)Nc1ccc(S(=O)(=O)c2cc(O)ccc2O)cc1 | 7% | 7% | i | -10% | -4%
COc1ccc2c(COC(=O)CCS(=O)(=O)c3ccccc3)cc(=O)oc2c1 | 54% | 2% | 0.7% | -18% | 10%
CCOc1ccccc1NC(=O)COC(=O)c1nc2nccc(C)n2n1 | -15% | -7% | 2.3% | -4% | /
COc1ccc(/C=C/C(=O)OCC(=O)c2ccc[nH]2)cc1 | 61% | -12% | i | -1% | /
COc1ccc(C(=O)OCCCN(C)C)cc1OC | -27% | -4% | 0.5% | 4% | -2%

Rows are unselected; overall some 1.6% were active at least once.
